# TCR-CD3 inh: inhibitors of human TCR-CD3 interaction, primary screen, biochemical, fluorescence, TAMRA-labeled TCR probe; inhibition, % at 9.4 µM; 360,000 compounds, 0.37% hits; AID 651800, 2012; in the data active means inhibition above about 19%;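 further: recombinant mutant TCR 2C K166C tagged with TAMRA read by polarization; 0% = receptor in buffer alone and 100% = receptor with positive control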
# DDE Tn6 FP inh: inhibitors of Tn6 peptide binding to fibrin DD(E), primary screen, biochemical, fluorescence polarization, human fibrin, Tn6 probe. Fibrinogen beta chain (Homo sapiens), P02675. Fibrin DD(E) TRITC-Tn6 fluorescence polarization displacement. inhibition, % at 8.3 µM. 370,000 compounds, 0.21% hits;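 active means inhibition above a per-campaign cutoff: mean of compounds within control limits plus 3 SD, cut at about 15% in these data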;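 further: 0% = median of all compound wells on the plate and 100% = blocking peptide control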
# Target sequence (P02675 whole entry, looked up): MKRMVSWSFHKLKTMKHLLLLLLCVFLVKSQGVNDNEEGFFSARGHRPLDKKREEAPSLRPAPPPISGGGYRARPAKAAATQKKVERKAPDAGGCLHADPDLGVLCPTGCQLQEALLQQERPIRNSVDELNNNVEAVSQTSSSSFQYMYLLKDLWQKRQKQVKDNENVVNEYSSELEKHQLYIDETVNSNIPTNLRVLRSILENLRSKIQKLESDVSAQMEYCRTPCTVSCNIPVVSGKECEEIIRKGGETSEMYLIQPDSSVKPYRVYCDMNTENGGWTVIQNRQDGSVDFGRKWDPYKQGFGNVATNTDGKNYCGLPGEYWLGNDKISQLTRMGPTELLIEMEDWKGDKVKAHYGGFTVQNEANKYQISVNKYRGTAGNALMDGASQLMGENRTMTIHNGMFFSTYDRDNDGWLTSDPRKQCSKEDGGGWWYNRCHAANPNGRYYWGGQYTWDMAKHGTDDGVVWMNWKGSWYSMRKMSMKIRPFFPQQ
# LEDGF integ inh: blockers of LEDGF/p75-dependent integrase strand transfer – biochemical, TR-FRET, high throughput, primary screen; HIV-1 integrase (with human LEDGF/p75); TR-FRET IN-LEDGF/p75 DNA integration, Eu/Cy5; inhibition, % at 3.7 µM; 370,000 compounds, 0.64% hits;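 active means inhibition above the screen-wide mean plus 3 SD, cut at about 13% in these data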;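 further: signal is the Cy5 over europium emission ratio at 671 and 618 nm; 0% = plate median of compound wells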
# MBD2 DNA inh: inhibitors of MBD2 binding to methylated DNA, primary screen, biochemical, TR-FRET, DNA-binding domain, human | MBD2 binding to methylated oligonucleotide | inhibition, % at 4.4 µM | 370,000 compounds, 0.31% hits | AID 686964, 2013; in the data active means inhibition above about 13%
# DDE Tn7 FP inh: inhibitors of Tn7 peptide binding to fibrin DD(E), primary screen, biochemical, fluorescence polarization, human fibrin, Tn7 probe; FP displacement of FITC-Tn7 peptide from fibrin DD(E); 0% = median of compound wells per plate; 370,000 compounds, 0.13% hits; inhibition, % at 8.3 µM; Fibrinogen beta chain (Homo sapiens), P02675;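 active means inhibition above the mean of compounds falling within the control limits plus 3 SD of them, cut at about 14% in these data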;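 further: 0% = plate median of compound wells and 100% = 10 µM Aha-Tn7 peptide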
#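 Assay system: Fibrin-DD(E) protein isolated from polymerized human fibrin clots; read-out basis: percent inhibition; medium: Tris/NaCl/CaCl2 buffer, pH 7.8; signal: FP measurement; incubation: 10 min plus 3 h, room temperature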
# proKLK7 act: proKLK7 zymogen activators, primary screen, biochemical, fluorescence intensity; Kallikrein-7 (Homo sapiens), P49862; purified proKLK7, EDANS-DABCYL substrate fluorescence; 100% is mature enzyme control, 0% vehicle; activation, % at 7 µM; 370,000 compounds, 0.9% hits; AID 652039, 2013;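 active means activation above the mean of all tested compounds plus 3 SD, computed per campaign excluding outliers beyond control limits, cut at about 13% in these data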
# TDP2 inh: human TDP2 enzyme inhibitors, primary screen, biochemical, epi absorbance, recombinant enzyme. Tyrosyl-DNA phosphodiesterase 2 (Homo sapiens), O95551. AID 720702, 2013. 370,000 compounds, 0.34% hits. inhibition, % at 12.8 µM. T5PNP hydrolysis, p-nitrophenol absorbance 415 nm;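 active means inhibition above the mean of all tested compounds plus 3 SD, set per campaign, cut at about 25% in these data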;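 further: 0% = DMSO with enzyme and 100% = buffer with substrate but no TDP2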
#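 Test system: human TDP2 enzyme; Input: 120 nM TDP2 per well; Buffer or medium: Mg2+-containing Tris-HCl buffer, pH 7.5; Reagent: 5 mM T5PNP; Dosing: 12.8 µM single point, 1% DMSO; Incubation: reaction 2 h, 37 °C; Detection: p-Nitrophenol epi absorbance; Read-out: % inhibition relative to enzyme-containing and enzyme-free wells; Replicates: single well per compound.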
# SIAE primary: human SIAE inhibitors, primary screen, biochemical, fluorescence polarization, FP-Rh probe, 1536-well HTS; SIAE FP-Rh probe binding; inhibition, % at 9.66 µM; 370,000 compounds, 0.69% hits; AID 1053197, 2014;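 active means inhibition above a cutoff: mean of compounds within the control limits plus 3 SD of those, cut at about 17% in these data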;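 further: 0% = plate median of compound wells and 100% = probe without SIAE protein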
# Target sequence (Q9HAT2 whole entry, looked up): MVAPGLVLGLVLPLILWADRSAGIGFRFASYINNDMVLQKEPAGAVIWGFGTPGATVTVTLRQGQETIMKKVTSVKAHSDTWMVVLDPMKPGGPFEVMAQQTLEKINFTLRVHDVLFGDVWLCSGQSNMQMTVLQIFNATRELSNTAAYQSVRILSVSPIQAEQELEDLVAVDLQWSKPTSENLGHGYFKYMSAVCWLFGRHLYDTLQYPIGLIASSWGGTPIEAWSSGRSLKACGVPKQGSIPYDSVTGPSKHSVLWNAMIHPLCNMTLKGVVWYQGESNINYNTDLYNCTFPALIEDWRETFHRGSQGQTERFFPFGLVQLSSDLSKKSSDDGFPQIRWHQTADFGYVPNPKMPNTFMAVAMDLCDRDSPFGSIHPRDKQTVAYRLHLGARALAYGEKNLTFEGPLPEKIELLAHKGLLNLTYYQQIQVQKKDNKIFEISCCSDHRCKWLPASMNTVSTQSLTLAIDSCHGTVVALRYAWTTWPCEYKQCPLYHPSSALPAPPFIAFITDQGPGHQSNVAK
# PRMT1 inh: PRMT1 methyltransferase inhibitors, primary screen, biochemical, fluorescence polarization; recombinant PRMT1, activity-based probe fluorescence polarization; inhibition, % at 2.79 µM; 370,000 compounds, 1.3% hits; AID 652257, 2013;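 active means inhibition above about 21% made by adding two undisclosed values, limit read from the data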
# UHRF1 binding: UHRF1 methylated DNA binding inhibitors, primary screen, counter-screen for MBD2 inhibitor project, biochemical, TR-FRET, human UHRF1, single concentration; E3 ubiquitin-protein ligase UHRF1 (Homo sapiens), Q96T88; UHRF1 binding to methylated oligo; inhibition, % at 4.4 µM; 370,000 compounds, 0.75% hits; in the data active means inhibition above about 21%;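 further: UHRF1 SRA domain binding a hemimethylated CpG hairpin DNA probe; 0% = median of test compound wells and 100% = reference inhibitor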
# * hit, by the source's call.
SMILES,TCR-CD3 inh,DDE Tn6 FP inh,LEDGF integ inh,MBD2 DNA inh,DDE Tn7 FP inh,proKLK7 act,TDP2 inh,SIAE primary,PRMT1 inh,UHRF1 binding
COc1ccc(-c2nn(C)c3sc(C(=O)N4CCOCC4)cc23)cc1OC,8.3,-12.0,-2.1,0.0,5.8,-0.5,11.8,0.5,-0.1,0.8
CCCC/C(C)=N/NC(=O)Nc1ccccc1,2.5,6.2,-2.5,-7.3,5.2,-0.6,-9.2,-0.9,-1.0,-2.2
CN(C)c1ccc(C(=S)N2CCN(C(=S)Nc3ccc(Cl)cc3)CC2)cc1,-8.1,-1.4,-0.9,-1.2,3.2,0.2,3.9,-2.7,-0.3,1.3
CCOC(=O)C(C(C)=O)C(c1ccc(OCCC(C)C)cc1)C(C(C)=O)C(=O)OCC (stereo not drawn),-1.3,-2.5,1.3,0.1,-5.4,1.2,-10.8,3.4,-0.8,-0.5
COc1cccc(N2CCN(C(=O)CCNS(=O)(=O)c3ccc4c(c3)c(=O)n(C)c(=O)n4C)CC2)c1,7.0,7.8,0.7,0.0,-5.0,0.0,-3.7,-3.6,-1.2,-0.5
CCN(CC)Cc1c(C(=O)N/N=C/c2ccco2)nnn1-c1nonc1N,8.3,-0.4,-4.2,-7.2,1.2,-0.1,-4.1,7.1,0.3,-3.8
Cc1ccc(S(=O)(=O)CCCS(=O)(=O)c2ccc(C)cc2)cc1,-4.4,9.6,-1.0,-1.1,9.5,-0.4,10.4,-2.5,2.1,0.7
COCC(C)NC(=O)c1oc2c(c1C)C1(CCC2)SCCS1 (stereo not drawn),0.9,4.3,-1.3,3.0,2.7,0.1,7.1,-3.0,-0.3,-5.0
COc1ccccc1NC(=O)COC(=O)c1ccc2c(=O)n3c(nc2c1)CCC3,-8.2,1.8,3.4,3.6,2.8,-1.6,-5.9,4.7,-3.4,4.5
C#CCN(CC=C)C(=O)c1ccc(OC2CCN(S(=O)(=O)N(C)C)CC2)cc1,2.8,0.5,-4.1,1.4,-0.5,-0.1,19.1,-3.3,6.4,-0.3
CCN(CC)CCCNC(=O)C1CCC(CNS(=O)(=O)c2ccc(Cl)cc2)CC1 (stereo not drawn),-7.2,-2.3,1.5,5.3,-6.9,-0.4,12.4,6.3,-3.8,-2.1
CO/N=C/c1ccc(N2CCN(C(=O)c3ccc(Cl)cc3Cl)CC2)c([N+](=O)[O-])c1,1.9,-11.7,1.2,-10.2,0.1,0.6,2.0,9.0,-2.3,-5.8
CCOC(=O)c1cc(C)sc1NC(=O)C(c1ccccc1)c1ccccc1,3.6,-4.7,-4.2,-1.1,-4.5,-0.6,4.9,-7.8,1.5,-1.5
O=C(COc1coc(CN2CCN(c3ccccc3)CC2)cc1=O)Nc1ccc(F)cc1,-2.8,1.9,-0.6,0.0,-9.8,0.0,-0.5,-5.9,-1.0,0.8
COc1ccccc1-n1cnnc1SC(C)C(=O)Nc1cccc([N+](=O)[O-])c1 (stereo not drawn),3.1,3.5,-1.7,3.6,3.6,0.2,1.7,8.0,1.9,-1.8
Cn1c(=O)n(C)c2cc(S(=O)(=O)NCC(=O)O)ccc21,4.4,3.9,1.4,-2.2,-1.0,-0.5,-9.4,7.0,-1.8,-0.4
COc1ccc(Cl)cc1NC(=O)Nc1cccc([N+](=O)[O-])c1C,5.4,-3.3,2.2,-4.6,-4.9,0.1,9.8,-7.3,0.4,-2.0
Cc1cccc(NC(=O)Cn2c(=O)n(Cc3ccccc3)c(=O)c3c(C)c(C)sc32)c1,5.7,-8.1,-3.8,-0.1,6.3,-0.4,12.4,-10.1,0.4,-3.7
O=c1[nH]ncc(NCCCO)c1Cl,-3.6,9.6,1.6,4.3,-5.4,0.8,2.5,1.1,-1.1,14.3
Cc1ccc(C(=O)NCc2ccco2)cc1S(=O)(=O)N1CCOCC1,5.7,-1.8,1.6,-5.9,-5.1,0.1,5.8,7.7,1.4,-0.9
CCCC(=O)C1=C(O)C(C(=O)OC)C(C)(C)CC1=NCCc1ccccc1 (stereo not drawn),3.5,4.2,-2.1,-5.4,-2.0,-0.4,0.4,1.5,2.3,-2.8
CC(=O)N1CCC(C(=O)Nc2ccc(S(=O)(=O)NCCc3ccccc3)cc2)CC1,6.9,-4.0,0.0,3.8,4.9,-0.1,1.1,-4.4,2.9,8.2
CSCCC(c1nc2ccccc2[nH]1)n1c(=O)c(-c2ccco2)nc2ccccc21 (stereo not drawn),-7.2,4.0,-2.3,0.0,11.8,1.1,13.0,-2.9,45.1*,-5.6
CCn1c(SCc2nc3ccccc3[nH]2)nnc1-c1cnccn1,-3.4,-0.3,4.1,-3.1,-6.8,0.0,-16.4,-2.4,0.9,0.1
Cc1cccc(CSCCNC(=O)CSCc2ccc([N+](=O)[O-])cc2)c1,3.3,-0.5,-0.5,-2.2,-9.4,0.7,2.9,4.7,-1.2,-1.9
CC1Cc2cc(/C(O)=C3/C(=O)C(=O)N(CCN4CCOCC4)C3c3cccc(O)c3)ccc2O1 (stereo not drawn),4.9,4.4,-1.2,-0.1,0.6,5.5,12.5,0.5,0.9,-4.0
COC(=O)CN1C(=S)N(c2ccc(F)cc2)C(=O)C1CC(=O)Nc1ccc(OC)cc1 (stereo not drawn),-0.2,11.3,-5.6,-0.5,1.5,0.5,11.9,-3.1,0.4,-0.8
COc1ccc(C(=O)NCC(=O)N2CCN(c3ncccn3)CC2)cc1OC,2.7,-6.8,0.1,4.9,-2.4,0.1,3.7,7.9,-5.4,3.5
COc1cc(C(=O)NCc2ccncc2)cc(OC)c1OC,1.8,-4.2,1.5,-0.6,-4.6,0.1,10.9,1.5,-0.6,1.6
Cc1c(NC(=S)N/N=C/C=C/c2ccccc2)c(=O)n(-c2ccccc2)n1C,-2.2,2.8,-0.8,-3.1,-3.8,1.6,-10.3,4.2,1.3,-0.5
O=C1CC2(CCN(C(=O)C3CC(=O)N(c4ccc(F)cc4)C3)CC2)Oc2ccccc21 (stereo not drawn),7.1,0.0,0.3,-1.9,-2.9,1.4,-0.7,-2.8,-0.8,0.4
COC(=O)[C@]12CCCCC=C1N(CCc1ccc(OC)c(OC)c1)C(=O)[C@H](CC(=O)NCCC(C)C)C2,4.7,-0.8,-3.6,1.5,10.9,0.1,1.3,5.6,-0.2,2.0
O=C(c1ccc2c(c1)OCO2)N1CCN(S(=O)(=O)c2ccc(Cl)cc2)CC1,-0.5,-1.5,0.8,6.5,-6.3,0.4,-9.3,-6.7,-5.4,-2.8
Cc1cc2nc(-c3ccco3)c(Cc3cccc(Cl)c3)n2c(C)c1Br,8.8,-3.3,8.8,1.4,3.2,-0.2,-14.0,1.8,20.4,5.7
COc1cccc(-c2oc3c(c2-c2ccc(OC)nc2)C(O)CCC3)c1 (stereo not drawn),6.7,6.3,-3.2,3.9,5.2,11.8,-8.3,2.8,-3.6,5.5
CCNC(=S)NS(=O)(=O)c1ccc(F)cc1,1.4,1.3,4.3,3.6,6.8,0.1,5.8,1.7,0.7,0.5
COc1ccccc1N1CCN(/N=C/c2cc([N+](=O)[O-])ccc2Cl)CC1,-3.7,-4.0,2.8,-3.9,-6.9,0.0,-0.6,9.9,-1.1,-1.9
O=C1OC[C@H]2CCCN2C(=O)[C@@H](CC(=O)N(CCO)Cc2ccccc2)C/C=C\CC[C@H]1Cc1ccc(F)cc1,3.0,5.2,0.3,-2.9,-2.0,-0.2,-6.2,1.9,-0.6,-0.9
CC(OC(=O)CCN=C1NS(=O)(=O)c2ccccc21)C(=O)Nc1ccc(F)cc1 (stereo not drawn),1.3,-10.4,2.5,1.1,-10.1,0.0,-8.0,-5.6,0.1,-0.2
NC(=O)c1ccc(N=Nc2c(-c3ccccc3)[nH]n(-c3ccccc3)c2=O)cc1,8.0,1.0,2.1,0.7,-2.4,0.5,-12.9,-3.3,-0.1,-1.2
CNC(=S)NNC(=O)COc1ccccc1C,-1.4,8.7,3.7,-5.4,-0.4,-0.6,-9.9,8.5,1.4,2.3
CCSc1nnc(NC(=O)CCn2c(=O)oc3ccccc32)s1,-7.0,-1.0,6.5,-5.2,3.9,-0.1,-17.1,-5.7,-6.5,1.5
COc1ccc([N+](=O)[O-])cc1COc1ccc2c(-c3ccccc3)cc(=O)oc2c1,-4.7,-2.4,-3.5,0.3,8.8,-0.3,7.2,-9.0,1.3,2.9
Cc1nn(CC(C)C(=O)N2CCN(S(=O)(=O)c3ccc(Cl)cc3)CC2)c(C)c1C (stereo not drawn),-3.5,-7.1,0.3,-6.1,2.5,-0.5,-1.2,5.3,-0.3,0.3
Cc1ccc(C(=O)N2CCN(C)CC2)cc1S(=O)(=O)N1CCCCCC1,-1.2,-3.3,-0.1,4.5,-3.0,-0.2,-3.1,2.3,1.6,-0.3
COc1cc(NC(=O)CN2C(=O)C(c3ccccc3)=NC2(C)C)cc(OC)c1,3.7,-12.6,-3.3,1.2,-0.2,0.2,-7.8,1.0,5.3,5.1
CCOc1ccc(N(C)S(=O)(=O)c2ccc(C)c(C(=O)NCc3cccs3)c2)cc1,9.0,10.0,2.5,0.3,4.6,0.4,1.8,-6.0,-3.2,-0.8
O=c1[nH]c2ccccc2nc1-c1nnnn1Cc1ccccc1,4.5,-1.0,-1.4,0.0,2.5,-8.1,10.4,3.8,0.8,-1.9
COC(=O)CSc1[nH]c2ccccc2c1[N+](=O)[O-],-14.8,-14.2,-0.6,2.1,-3.1,-9.4,1.3,1.1,14.8,3.2
COc1cc(/C=C/CN2CCC(CO)(CC3CCCCO3)CC2)ccc1O (stereo not drawn),-5.2,-6.5,4.2,7.4,-0.2,-0.7,-3.0,4.8,1.0,1.4
Cc1cc(C(=O)COC(=O)CNC(=O)c2ccccc2)c(C)n1CC1CCCO1 (stereo not drawn),8.7,6.9,-1.2,2.8,-5.4,0.3,13.7,2.9,-1.1,-2.1
O=S(=O)(c1ccc(F)cc1)N1CCN(c2nc(-c3cccnc3)nc3ccccc23)CC1,6.3,1.4,3.4,-0.9,2.5,-3.7,1.4,-11.5,1.4,0.4

# Assay outcomes (PubChem BioAssay)

# Compounds as they come (roughly 4.6% active in at least one column).
